Screening results deposited in PubChem by National Center for Advancing Translational Sciences (NCATS).
CBFb RUNX1 block – inhibitors of human CBF-beta and RUNX1 interaction; AlphaScreen CBFb-His/RUNX1-biotin binding, biochemical; Q01196+Q13951; AID 1477; 230,000 tested, under 10 active; Potency, µM (top dose mostly 59.8 µM), for inactives: at the top dose activity, negative = inhibition, usual class: inhibitors; active = well fitted curve in the direction sought with a large enough effect; inconclusive = small, poorly fitted or top-dose-only effect, or effect the other way, or another doubt; inactive = no such curve, though single readings can be large or run the other way; also: % of control where 0% means no effect
Target sequence (Q01196 whole entry, looked up): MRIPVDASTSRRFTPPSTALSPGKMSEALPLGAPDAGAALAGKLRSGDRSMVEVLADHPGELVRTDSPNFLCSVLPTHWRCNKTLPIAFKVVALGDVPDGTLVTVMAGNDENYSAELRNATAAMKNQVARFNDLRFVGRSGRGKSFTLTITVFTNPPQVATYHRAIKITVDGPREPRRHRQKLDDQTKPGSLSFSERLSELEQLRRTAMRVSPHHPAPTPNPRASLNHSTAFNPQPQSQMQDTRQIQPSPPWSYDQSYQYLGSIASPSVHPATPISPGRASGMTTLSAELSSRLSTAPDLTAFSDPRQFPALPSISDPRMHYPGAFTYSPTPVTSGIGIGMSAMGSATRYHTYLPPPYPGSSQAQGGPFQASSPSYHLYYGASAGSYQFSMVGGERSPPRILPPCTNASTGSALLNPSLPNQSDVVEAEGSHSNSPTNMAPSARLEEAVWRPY
Target sequence (Q13951 whole entry, looked up): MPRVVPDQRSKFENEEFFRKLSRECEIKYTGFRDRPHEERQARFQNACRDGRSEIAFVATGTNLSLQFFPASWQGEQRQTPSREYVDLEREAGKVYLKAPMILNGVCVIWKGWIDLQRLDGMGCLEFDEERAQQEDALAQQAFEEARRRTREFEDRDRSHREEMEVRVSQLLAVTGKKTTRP
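Inhibition was taken as any reduction in AlphaScreen signal from the CBF-beta–RUNX1 pair (His and biotin tags, 30 nM each), measured after compound (15 min) and bead (90 min) incubations at room temperature.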
Numbers without * were called inactive; ? = inconclusive; & = joins results of further samples.

SMILES	CBFb RUNX1 block
CC(=O)Nc1ccc(SCC(CC(C)C)N2CCN(CC(C)C)CCC2=O)cc1 (stereo unspecified)	10.4%
CC[C@H](C)[C@H](NC(=O)[C@@H]1CCCN1C(=O)[C@H](C)NC(=O)[C@H](CC(N)=O)NC(=O)[C@@H]1CCCN1C(=O)[C@@H]1CCCN1C(=O)[C@H](CCCN=C(N)N)NC(=O)[C@H](Cc1ccc(O)cc1)NC(=O)[C@H](C)NC(=O)[C@@H]1CCCN1C(=O)[C@@H]1CCCN1C(=O)[C@@H](N)[C@@H](C)O)C(=O)N[C@@H](CC(C)C)C(=O)O	5.9%
CNC(=O)C1(C(F)(F)F)C/C(=C\CCO)CCCO1 (stereo unspecified)	-6.2%
O=C1CCN(CCc2ccccc2)CCN1C(CSc1ccc(Br)cc1)c1ccccc1 (stereo unspecified)	-0.5%
CC(C)C[C@H](NC(=O)[C@@H](Cc1c[nH]c2ccccc12)NC(=O)[C@H](Cc1ccc(O)cc1)NC(=O)[C@H](CO)NC(=O)[C@H](Cc1c[nH]c2ccccc12)NC(=O)[C@H](Cc1cnc[nH]1)NC(=O)[C@@H]1CCC(=O)N1)C(=O)N[C@@H](CCCN=C(N)N)C(=O)N1CCC[C@H]1C(=O)NCC(N)=O	?
CNC(=O)[C@]1(C(F)(F)F)C[C@H](CCC2CCCCC2)CCCO1	2.7%
CC1=CC(=O)C2=C(C)CC[C@H]3[C@H](C)C(=O)O[C@@H]3C12 (stereo partly specified)	9.3%
CC12CCC=CC1C(c1cccc(Br)c1)N(Cc1ccccc1)C2=O (stereo unspecified)	2.1%
CC[C@H](C)[C@H](NC(=O)[C@H](Cc1ccc(O)cc1)NC(=O)[C@H](Cc1cnc[nH]1)NC(=O)[C@H](CCCNC(=N)N)NC(=O)[C@H](CC(C)C)NC(=O)[C@H](C)NC(=O)[C@@H](N)CO)C(=O)N[C@@H](CC(N)=O)C(=O)N[C@@H](CC(C)C)C(=O)N[C@H](C(=O)N[C@H](C(=O)N[C@@H](CCCNC(=N)N)C(=O)N[C@@H](CCC(N)=O)C(=O)N[C@@H](CCCNC(=N)N)C(=O)N[C@@H](Cc1ccc(O)cc1)C(N)=O)[C@@H](C)O)[C@@H](C)CC	10.9%
CCOc1ccccc1-c1nnc2n1N=C(c1ccccc1OC)CS2	-3.5%

Arranged by value in CBFb RUNX1 block (rising): 5 from the list above
| structure | CBFb RUNX1 block |
| --- | --- |
| CNC(=O)C1(C(F)(F)F)C/C(=C\CCO)CCCO1 (stereo unspecified) | -6.2% |
| CCOc1ccccc1-c1nnc2n1N=C(c1ccccc1OC)CS2 | -3.5% |
| CNC(=O)[C@]1(C(F)(F)F)C[C@H](CCC2CCCCC2)CCCO1 | 2.7% |
| CC1=CC(=O)C2=C(C)CC[C@H]3[C@H](C)C(=O)O[C@@H]3C12 (stereo partly specified) | 9.3% |
| CC(=O)Nc1ccc(SCC(CC(C)C)N2CCN(CC(C)C)CCC2=O)cc1 (stereo unspecified) | 10.4% |

Next entries follow:
SMILES	CBFb RUNX1 block
O=C(O)C1NCCN(C(=O)c2ccc3c(ccc4ccccc43)c2)C1C(=O)O (stereo unspecified)	1.1%
COc1ccc(OC)c(-c2nnc3n2N=C(c2ccc(OC)c(OC)c2)CS3)c1	11.6%
O=C(O)c1ccc2c(c1)C(=O)N([C@H](Cc1ccc(O)c(O)c1)C(=O)O)C2=O	5.8%
COc1ccc(C2C3C=CCC(C)C3C(=O)N2Cc2ccccc2)cc1Cl (stereo unspecified)	13.1%
COC(=O)CCc1ccccc1S(=O)(=O)N(CCC(=O)OC)Cc1ccccc1	20.5%
O=C(NCC1CC1)[C@]1(C(F)(F)F)C[C@H](CCC2CCCCC2)CCCO1	4.4%
NC(N)=NCCC[C@H](N)C(=O)NCC(=O)N[C@@H](CC(=O)O)C(=O)N[C@@H](CO)C(=O)O	-7.1%
CC(=O)OCC(NC(=O)C(Cc1ccccc1)NC(=O)OC(C)(C)C)C1OC(n2ccc(=O)[nH]c2=O)C(OC(C)=O)C1OC(C)=O (stereo unspecified)	2.8%
CC[C@H](C)[C@H](NC(=O)[C@H](Cc1ccc(O)cc1)NC(=O)[C@@H]1CCCN1C(=O)[C@H](CCCCN)NC(=O)[C@@H](N)CCCCN)C(=O)N[C@@H](CC(C)C)C(=O)O	2.6%
Cc1ccccc1N1CCN(S(=O)(=O)CC23CCC(CC2NC(=O)C(N)CCS(C)(=O)=O)C3(C)C)CC1 (stereo unspecified)	10.8%
CSCC[C@H](N)C(=O)N[C@@H](CO)C(=O)N[C@@H](CCCN=C(N)N)C(=O)N1CCC[C@H]1C(=O)N[C@@H](C)C(=O)N[C@@H](CS)C(=O)N1CCC[C@H]1C(=O)N[C@@H](CC(N)=O)C(=O)N[C@@H](CC(=O)O)C(=O)N[C@@H](CCCCN)C(=O)N[C@@H](Cc1ccc(O)cc1)C(=O)N[C@@H](CCC(=O)O)C(=O)O	3.8%
CCC/C=C1/CCCOC(C(=O)NCc2cc(C)n(C)n2)(C(F)(F)F)C1 (stereo unspecified)	7.6%
c1ccc(-c2nn[nH]n2)c(Nc2cccc3c2CCCC3)c1	-1.6%
CC(C)C[C@H](NC(=O)[C@H](CCCCN)NC(=O)CNC(=O)[C@H](CC(C)C)NC(=O)[C@@H](NC(=O)[C@@H]1CSSC[C@H](N)C(=O)N[C@@H](CO)C(=O)N[C@@H](CC(N)=O)C(=O)N[C@@H](CC(C)C)C(=O)N[C@@H](CO)C(=O)N[C@@H]([C@@H](C)O)C(=O)N1)C(C)C)C(=O)N[C@@H](CO)C(=O)N[C@@H](CCC(N)=O)C(=O)N[C@@H](CCC(=O)O)C(=O)N[C@@H](CC(C)C)C(=O)N[C@@H](Cc1cnc[nH]1)C(=O)N[C@@H](CCCCN)C(=O)N[C@@H](CC(C)C)C(=O)N[C@@H](CCC(N)=O)C(=O)N[C@H](C(=O)N[C@@H](Cc1ccc(O)cc1)C(=O)N1CCC[C@H]1C(=O)N[C@@H](CCCNC(=N)N)C(=O)N[C@H](C(=O)N[C@@H](CC(N)=O)C(=O)N[C@H](C(=O)NCC(=O)N[C@@H](CO)C(=O)NCC(=O)N[C@H](C(=O)N1CCC[C@H]1C(N)=O)[C@@H](C)O)[C@@H](C)O)[C@@H](C)O)[C@@H](C)O	-9.7%
COc1ccc(-c2ccc(C3C4C=CCCC4(C)C(=O)N3Cc3ccccc3)c(F)c2)cc1 (stereo unspecified)	11.8%
COC(=O)C1=C[C@@H](C(=O)OC)[C@@H]2C3=C(C(=O)[C@@]2(C)NC(=O)c2ccccc2)[C@H](C)[C@@H]2C(=O)N(c4ccccc4)C(=O)[C@@H]2[C@@H]3C1	-7.0%
NCCCC[C@H](N)C(=O)N[C@@H](CCCN=C(N)N)C(=O)N1CCC[C@H]1C(=O)N1CCC[C@H]1C(=O)NCC(=O)N[C@@H](Cc1ccccc1)C(=O)N[C@@H](CO)C(=O)N1CCC[C@H]1C(=O)N[C@@H](Cc1ccccc1)C(=O)O	12.8%
CNc1nc2c(N)ncnc2n1[C@@H]1O[C@@H]2COP(=O)(O)O[C@H]2[C@H]1O	4.2%
O=S1(=O)NCC23CCC(CC21)O3 (stereo unspecified)	-9.7%
CC(=O)Nc1ccn(C2OC(C(COC(C)=O)NC(=O)C(CCCCNC(=O)OCc3ccccc3)NC(=O)OC(C)(C)C)C(OC(C)=O)C2OC(C)=O)c(=O)n1 (stereo unspecified)	-5.9%
Cc1noc(-c2ccc(CSCCC(=O)O)cc2)c1NC(=O)OC(C)c1ccccc1Cl (stereo unspecified)	18.0%
O=c1c(O)c(-c2ccc(O[C@@H]3O[C@H](CO)[C@@H](O)[C@H](O)[C@H]3O)c(O)c2)oc2cc(O)cc(O)c12	-3.2%
CC[C@@]1([C@@H]2O[C@@H]([C@H]3O[C@@](O)(CO)[C@H](C)C[C@@H]3C)C[C@@H]2C)CC[C@@H]([C@]2(C)CCC3(C[C@H](O)[C@@H](C)[C@@H]([C@@H](C)[C@@H](OC)[C@H](C)C(=O)O)O3)O2)O1 (stereo partly specified)	0.6%
CC1CC=CC2C1C(=O)N(Cc1ccccc1)C2c1ccc2ccccc2c1-c1ccc(N(C)C)cc1 (stereo unspecified)	7.1%
CCOC(=O)N1CCN([N+]([O-])=NOc2cc(O/N=[N+](\[O-])N(CC)CC)c([N+](=O)[O-])cc2[N+](=O)[O-])CC1	-1.2%
COc1cccc(COCCN2CCN(S(=O)(=O)c3ccccc3)CCC2=O)c1	2.6%
COC(=O)c1ccc(-c2ccc(OC)c(C3C4C=CCC(C)C4C(=O)N3Cc3ccccc3)c2)cc1 (stereo unspecified)	11.5%
COc1ccc(CNc2nc(NCc3ccc(OC)cc3)c3ncn(C(C)C)c3n2)cc1	?
C/C1=C\[C@@H](O)C(C(C)C)C(OC(=O)c2ccc(O)cc2)C/C(C)=C/CC1 (stereo partly specified)	5.4%
O=C(O)c1ccc(-c2c3nc(c(-c4ccc(C(=O)O)cc4)c4ccc([n-]4)c(-c4ccc(C(=O)O)cc4)c4nc(c(-c5ccc(C(=O)O)cc5)c5ccc2[n-]5)C=C4)C=C3)cc1.[Mn+3]	20.4%&7.3%
CCC(C)c1cc([N+](=O)[O-])cc([N+](=O)[O-])c1OC(C)=O (stereo unspecified)	-14.4%
Cc1noc(C)c1-c1ccc2ncnc(NC3CCCc4ccccc43)c2c1 (stereo unspecified)	2.5%
O=C(O)CCc1ccc(NCc2cccc(Oc3ccccc3)c2)cc1	-12.4%
CC(C)(N)C(=O)N[C@@H](Cc1cnc[nH]1)C(=O)N[C@H](Cc1ccc2ccccc2c1)C(=O)N[C@H](Cc1ccccc1)C(=O)N[C@@H](CCCCN)C(N)=O	5.6%
COc1cc2c(c(OC)c1OC)-c1c(cc3c(c1OC)OCO3)CC(C)C(C)C2 (stereo unspecified)	26.3%
O=C(NCC1CC1)C1(C(F)(F)F)CC(CCc2ccccc2)CCCO1 (stereo unspecified)	-0.2%
CSCC[C@H](NC(=O)[C@H](CC(C)C)N1CCC(NC(=O)[C@@H](NC(=O)[C@H](Cc2ccccc2)NC(=O)[C@H](CO)NC(=O)[C@H](CC(=O)O)NC(=O)[C@@H](N)CCCCN)C(C)C)C1=O)C(N)=O (stereo partly specified)	12.5%
CC1(C)CCC[C@]2(C)[C@H]3CC(=O)O[C@]3(C)CC[C@@H]12	23.1%
CN(C)C1CCc2[nH]c3ccc(NC(=O)c4ccc(F)cc4)cc3c2C1 (stereo unspecified)	-4.1%
O=C(O)[C@H]1O[C@@H](Oc2ccc3ccc(=O)oc3c2)[C@H](O)[C@@H](O)[C@@H]1O	15.6%
COc1ccc(/C=C/c2ccccc2)cc1C1C2C=CCC(C)C2C(=O)N1Cc1ccccc1 (stereo unspecified)	8.6%
O=C(NCCCCN1CCOCC1)c1cc2ccccc2o1	8.4%
CC[C@H](C)[C@H](NC(=O)[C@H](CO)NC(=O)[C@H](C)NC(=O)[C@H](C)NC(=O)[C@H](CCC(N)=O)NC(=O)[C@H](CCCCN)NC(=O)[C@H](CCCN=C(N)N)NC(=O)[C@@H](N)CS)C(=O)N[C@@H](CCCCN)C(=O)N[C@H](C(=O)N[C@@H](C)C(=O)N[C@H](C(=O)N[C@@H](CO)C(=O)O)C(C)C)C(C)C	-3.8%
CN(C)/[N+]([O-])=N/Oc1cc(ON=[N+]([O-])N2CCN(c3ncccn3)CC2)c([N+](=O)[O-])cc1[N+](=O)[O-]	2.0%
O=C(c1ccc(Nc2nccc(-c3cc4ccccc4s3)n2)cc1)N1CCC(N2CCCC2)CC1	-21.8%
O=C(/C=C/c1ccc(O)cc1)OC[C@H]1O[C@@H](Oc2c(-c3ccc(O)cc3)oc3cc(O)cc(O)c3c2=O)[C@H](O)[C@@H](O)[C@@H]1O	-0.8%
COc1cc(CO)c(OC)c([N+](=O)[O-])c1	8.4%
CC(C)CC(CSc1ccc(Br)cc1)N1CCN(CC(C)C)CCC1=O (stereo unspecified)	?
CCCN1CCC(=O)N(C(CSc2ccc(C)cc2)Cc2ccccc2)CC1 (stereo unspecified)	16.7%
O=C1C[C@H](c2ccccc2Cl)N1S(=O)(=O)c1ccccc1[N+](=O)[O-]	1.8%
More compounds
SMILES	CBFb RUNX1 block
CSCC[C@H](N)C(=O)N[C@@H](C)C(=O)NCC(=O)N[C@@H](CCCN=C(N)N)C(=O)N[C@@H](CO)C(=O)NCC(=O)N[C@@H](CC(=O)O)C(=O)N[C@@H](CO)C(=O)N[C@@H](CC(=O)O)C(=O)N[C@@H](CCC(=O)O)C(=O)N[C@@H](CC(=O)O)C(=O)N[C@@H](CC(C)C)C(=O)N[C@@H](CC(C)C)C(=O)N[C@@H](CCCCN)C(=O)N[C@@H](C)C(=O)N[C@H](C(=O)O)C(C)C	20.8%
CC[C@H](C)[C@H](NC(=O)[C@H](CC(=O)O)NC(=O)[C@H](CC(C)C)NC(=O)[C@H](Cc1cnc[nH]1)NC(=O)[C@H](C)NC(=O)[C@H](Cc1ccccc1)NC(=O)[C@H](Cc1ccc(O)cc1)NC(=O)[C@@H](NC(=O)[C@H](C)NC(=O)[C@H](CCC(=O)O)NC(=O)[C@H](CCC(=O)O)NC(=O)[C@H](CC(=O)O)NC(=O)CCC(=O)O)C(C)C)C(=O)N[C@H](C(=O)N[C@@H](Cc1c[nH]c2ccccc12)C(=O)O)[C@@H](C)CC	6.2%
O=C(Cl)COCc1ccccc1	1.6%
CCCOC(=O)NCCCN(C)C	7.2%

These rows are one share of the data; rates above refer to the full screens.
